# TrxR1 inh – blocks rat thioredoxin reductase 1; 390,000 compounds, 1% hits; Potency, µM (top dose mostly 114 µM), for the others: top-dose activity change, negative = inhibition, hits mostly inhibitors; O89049; recombinant rTrxR1, NADPH fluorescence consumption, selenite substrate; note: potency is the fitted concentration of half-maximal effect; % is set by controls: 0 for no effect and ±100 for the full control effect; nearly all actives have a fitted effect of over 65% in size
#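 Rat TrxR1 (90 nM in the dispensed reagent) was pre-reduced with 400 uM NADPH for 5 min at room temperature, then incubated with compound for 15 min. After 400 uM selenite was added, NADPH fluorescence (Ex 340/Em 450 nm) was followed for 8 min.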
# TrxR1 substrate – substrates of rat thioredoxin reductase 1; O89049; AID 588456; Potency, µM (doses to about 114 µM), without a hit: at the top dose activity change, negative = substrate turnover; 390,000 compounds, 0.01% hits; purified TrxR1 substrate turnover, NADPH consumption readout; note: potency is the fitted concentration of half-maximal effect; % is set by controls: 0 for no effect and ±100 for the full control effect; nearly all actives have a fitted effect of over 50% in size
#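 Rat TrxR1, dispensed at 90 nM, was prereduced with 400 uM NADPH (final) for 5 min at ~22 deg C, then incubated with compound 15 min before 400 uM selenite. A first-read NADPH fluorescence drop versus no-compound background flagged substrates.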
# PGK inhibitor – inhibitors of T. brucei phosphoglycerate kinase | 380,000 compounds, 0.043% hits | Potency, µM (top dose mostly 57.5 µM), for inactives: at the highest dose activity change, negative = inhibition, usual class: inhibitors | P07378 | AID 602233 | PGK/GAPDH coupled, Kinase-Glo luminescence, 60 min; note: potency is the fitted concentration of half-maximal effect; % is set by controls: 0 for no effect and ±100 for the full control effect; nearly all actives have a fitted effect of over 60% in size
#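 Luminescent ATP detection (Kinase-Glo Plus) follows a 60-minute room-temperature incubation, with wells lacking PGK as controls. Buffer: 100 mM TEA (pH 7.6), 5 mM MgCl2, 0.01% Tween-20. Coupling enzyme GAPDH (100 nM final) supplies unstable 1,3-BPG in-well.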
# mIDH1 inhibitor – inhibitors of human mutant IDH1 R132H; IDH1-R132H enzyme, NADPH consumption, diaphorase/resazurin fluorescence; Potency, µM (highest dose often 76.6 µM), for the others: at the top dose activity change, negative = inhibition, most hits filed as inhibitors; 390,000 compounds, 0.093% hits; AID 602179; note: potency is the fitted concentration of half-maximal effect; % is set by controls: 0 for no effect and ±100 for the full control effect; nearly all actives have a fitted effect of over 65% in size
# Target sequence (O75874 whole entry R132H, stated change not applied): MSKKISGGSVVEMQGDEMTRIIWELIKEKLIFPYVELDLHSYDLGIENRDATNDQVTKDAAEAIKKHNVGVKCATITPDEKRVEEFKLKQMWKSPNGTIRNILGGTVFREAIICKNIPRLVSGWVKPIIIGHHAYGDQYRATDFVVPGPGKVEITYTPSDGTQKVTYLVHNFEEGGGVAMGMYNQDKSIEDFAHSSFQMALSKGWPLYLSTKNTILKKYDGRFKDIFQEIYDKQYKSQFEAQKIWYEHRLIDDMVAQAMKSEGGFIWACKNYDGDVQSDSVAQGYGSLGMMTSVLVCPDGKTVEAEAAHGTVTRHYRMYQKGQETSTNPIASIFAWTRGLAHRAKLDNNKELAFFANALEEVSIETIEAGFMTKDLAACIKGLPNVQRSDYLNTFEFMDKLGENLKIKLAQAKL
#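 IDH1-R132H (0.5 ug/mL) preincubated 30 min with compound, then NADPH (0.016 mM) and alpha-KG (2 mM) added; 80 min at RT, pH 7.5. Remaining NADPH coupled via diaphorase/resazurin to fluorescence (540/590 nm); concentration-response curves normalized to no-enzyme control.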
# GLS inhibitor – blocks human kidney-isoform glutaminase activity. O94925. GLS enzymatic activity, qHTS titration. Potency, µM (highest dose often 45.5 µM), without a hit: at the highest dose activity change, negative = inhibition, usual class: inhibitors. 410,000 compounds, 0.21% hits. AID 624170; note: potency is the fitted concentration of half-maximal effect; % is set by controls: 0 for no effect and ±100 for the full control effect
#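 hKGA in 45 mM KH2PO4 (pH 8.2), 0.02% Tween-20 with compound, then 1mM L-Glutamine (stock as added) plus glutamate oxidase/HRP/Amplex red coupling mix. Fluorescence read initially and after 30 min at RT; signal change reflects glutamate formation.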
# PI4K2A inh – blocks human PI4K2A kinase activity. Q9BTU6. purified PI4K2A, ADP-Glo luminescence, 1 h; stronger effect = lower value. activity change, negative = inhibition, % at 76.9 µM. 420,000 compounds, 0.13% hits. AID 1346378; in the data active = activity change below about -50%; inconclusive = mostly about -30% to -49%;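 note: -100% = wells without enzyme as full effect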
# Target sequence (Q9BTU6 whole entry, looked up): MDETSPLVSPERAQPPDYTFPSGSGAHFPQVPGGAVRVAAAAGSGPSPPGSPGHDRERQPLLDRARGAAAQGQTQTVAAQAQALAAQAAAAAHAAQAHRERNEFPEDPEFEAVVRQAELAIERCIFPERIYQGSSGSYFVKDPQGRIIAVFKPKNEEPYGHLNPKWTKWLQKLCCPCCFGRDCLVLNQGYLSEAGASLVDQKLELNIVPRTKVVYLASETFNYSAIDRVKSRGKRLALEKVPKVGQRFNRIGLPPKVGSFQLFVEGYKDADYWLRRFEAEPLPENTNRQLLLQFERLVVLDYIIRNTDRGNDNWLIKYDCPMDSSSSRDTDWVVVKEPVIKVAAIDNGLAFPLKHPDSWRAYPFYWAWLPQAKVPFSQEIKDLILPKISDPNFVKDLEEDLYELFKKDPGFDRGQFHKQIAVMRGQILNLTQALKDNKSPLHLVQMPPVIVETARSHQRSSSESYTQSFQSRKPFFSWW
#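 In this quantitative HTS, ADP production by PI4K2A was quantified luminescently after 1 h at ambient temperature; 100 microM adenosine served as plate-quality control.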
# Pin1 inh – inhibitors of human Pin1; Q13526; Pin1 FP peptide displacement, HiFluor488, 10 min; Potency, µM (series often up to 115 µM), for the others: at the highest dose activity, negative = inhibition, hits mostly inhibitors; 390,000 compounds, 0.009% hits; active = well fitted inhibition curve with a large enough effect in the polarisation, with a control signal flat, not every such curve was filed as active; inconclusive = small, poorly fitted or top-dose-only effect, or effect the other way, or a change in a side signal; inactive = no such curve, though single readings can be large or run the other way; the % refers to the polarisation; note: potency is the fitted concentration of half-maximal effect; % is set by controls: 0 for no effect and ±100 for the full control effect
# Target sequence (Q13526 whole entry, looked up): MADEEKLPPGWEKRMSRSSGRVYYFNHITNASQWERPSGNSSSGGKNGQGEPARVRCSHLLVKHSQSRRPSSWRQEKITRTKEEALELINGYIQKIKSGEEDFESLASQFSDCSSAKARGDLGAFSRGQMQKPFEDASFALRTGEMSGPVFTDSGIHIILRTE
# USP1 inh – USP1/UAF1 (human) deubiquitinase inhibition; O94782; recombinant USP1/UAF1, Ub-Rhodamine cleavage fluorescence; Potency, µM (top dose mostly 57.1 µM), without a hit: top-dose activity change, negative = inhibition, actives largely listed as inhibitors; 390,000 compounds, 0.23% hits; AID 743255; note: potency is the fitted concentration of half-maximal effect; % is set by controls: 0 for no effect and ±100 for the full control effect; nearly all actives have a fitted effect of over 60% in size; inactives centre near -12
#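 High-throughput fluorogenic screen: 1nM USP1/UAF1 complex, Ub-Rho substrate 150nM final, 50mM HEPES pH 7.8 with 0.5mM EDTA, 0.1 mg/ml BSA, 1mM TCEP and 0.01% Tween-20.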
# HP1b binding inh – blocks HP1-beta chromodomain binding to methylated histone tails. P83916. AlphaScreen HP1-beta / biotin-H3K9me3 peptide binding. Potency, µM (doses to about 114 µM), for inactives: top-dose activity change, negative = inhibition, hits mostly inhibitors. 390,000 compounds, 0.56% hits; note: potency is the fitted concentration of half-maximal effect; nearly all actives have a fitted effect of over 70% in size; inactives centre near 23
#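 AlphaScreen: HP1-beta (50 nM) preformed 30 min with biotin-H3(1-18)K9me3 peptide (50 nM) in PBS pH 7.4, 0.01% Tween-20. Compound added for 30 min at RT, then streptavidin donor/nickel chelate acceptor beads (10 ug/mL) for 30 min.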
# * hit, by the source's call; i = inactive; ? = inconclusive; · = no result given; [ ] = remark or other dose. Unless noted, calls come from the whole dose curve; as a rule, active = well fitted curve in the direction sought with a large enough effect; inconclusive = small, poorly fitted or top-dose-only effect, or another doubt; inactive = no such curve, though single readings can be large; an effect the other way counts as inactive or inconclusive. Only part of the results is shown; rates above refer to the full screens.
SMILES,TrxR1 inh,TrxR1 substrate,PGK inhibitor,mIDH1 inhibitor,GLS inhibitor,PI4K2A inh,Pin1 inh,USP1 inh,HP1b binding inh
O=C1N(CN2CCN(Cc3ccccc3)CC2)c2ccccc2C12OCCCO2,1%[57.1 µM],-5%[57.1 µM],i,9%,-4%,-2,-1%,-13%,28%
COc1ccccc1CNC(=O)C1CCC(=O)N(CCCN2CCCC2=O)C1 (centres undefined),17%,3%,-2%,-2%,-1%,-1,-5%,?,50%[activator]
O=C(COC(=O)/C=C/c1ccccc1)Nc1cccc(Oc2ccccc2)c1,9%[57.1 µM],11%[57.1 µM],7%,4%,-6%,-4,7%,-19%,66%[activator]
Cc1ccc(NC(=O)Cn2cccc2)c(C)c1,25%[57.1 µM],0%[57.1 µM],0%,7%,9%,-1,-9%,2%,-8%
COC(=O)c1cc2ccsc2n1Cc1nc(-c2ccc(Cl)cc2)oc1C,7%,2%,4%,-4%,0%,-4,0%,7%,11%
COc1ccc(/C=N/Nc2nnc(Cc3ccccc3)c(=O)[nH]2)cc1,11%,0%,-3%,1%,2%,-1,3%,-9%,3%
CC(Sc1ncccn1)C(=O)NC1CCCC1 (centres undefined),-2%,-6%,-1%,2%,-11%,4,?,-7%,32%
NC(=O)c1ccc(-n2nnnc2Oc2ccccc2C(=O)N2CCOCC2)cc1,12%[57.1 µM],7%[57.1 µM],1%,4%,3%,2,6%,-5%,20%
CN(C)NC(=S)NC1(C)CCS(=O)(=O)C1 (centres undefined),7%,6%,-4%,1%,12%,0,-1%,-17%,11%
COc1ccc(Cc2nc3ccc(C(=O)N4CCC(N(C)C)C4)cc3o2)cc1 (centres undefined),-3%,-1%,-12%,5%,1%,-5,-2%,-20%,20%
NS(=O)(=O)c1ccc(NC(=O)COC(=O)c2ccc(Cl)nc2)cc1,13%,-2%,-8%,-2%,-2%,-3,0%,-3%,21%
CSC1=N/C(=C\c2cccc(Cl)c2)C(=O)N1N(C)C,-10%,0%,-4%,8%,2%,-4,-1%,-26%,35%
C=CCNc1oc(-c2cccs2)nc1S(=O)(=O)c1ccccc1,17%[57.1 µM],7%[57.1 µM],7%,7%,?,2,-1%,-15%,12%
COc1ccc(CNC(=O)C(C)NCc2ccccc2Cl)cc1 (centres undefined),1%[57.1 µM],2%[57.1 µM],-9%,1%,-9%,2,-3%,-19%,44%
c1ccc(-n2ncc3c(NCCN4CCCCC4)ncnc32)cc1,14%[57.1 µM],-6%,-2%,4%,3%,-7,0%,-6%,36%
COc1ccc2c(c1OC)C(=O)N(c1ccccn1)C2,-7%,63%[activator],-2%,7%,3%,-10,0%,-10%,20%
COc1ccc(NC(=O)CSc2nnc(NC(C)=O)s2)c([N+](=O)[O-])c1,-1%,2%,-7%,0%,6%,-2,2%,0%,5%
Cc1ccccc1CSCCNC(=O)CN(c1ccccc1)S(=O)(=O)N(C)C,12%,-7%,-2%,0%,-10%,6,-2%,-8%,5%
COc1cccc(C2c3c(-c4ccccc4O)n[nH]c3C(=O)N2CCc2ccc(OC)c(OC)c2)c1 (centres undefined),17%,2%,0%,?,13%,-1,2%,?,3%
CCCc1nc2sc3c(c2c(=O)n1N)CCC3,-4%,-5%,-4%,4%,16%,-1,10%,-14%,18%
O=C(O)C(NS(=O)(=O)c1ccccc1)C(O)c1ccccc1 (centres undefined),16%,2%,1%,-11%,5%,2,1%,-22%,38%
Cc1ccc(S(=O)(=O)NN=C2CCC(C(C)(C)C)CC2)cc1[N+](=O)[O-] (centres undefined),-16%,-4%,-6%,2%,6%,3,0%,-6%,34%
CC1=NCCN1S(=O)(=O)c1ccccc1[N+](=O)[O-],-2%,-4%,8%,3%,-4%,-3,4%,-15%,28%
COc1ccc2ccc(OC)c(/C=N/n3cnnc3)c2c1,10%,-4%,-2%,23%,-7%,6,3%,-16%,37%[activator]
COC(=O)C(C)n1cnc2c(nnn2-c2ccccc2)c1=O (centres undefined),10%[57.1 µM],0%[57.1 µM],i,-8%,-3%,-1,-3%,-13%,32%[activator]

# Reprinted at random: four entries already listed
SMILES,TrxR1 inh,TrxR1 substrate,PGK inhibitor,mIDH1 inhibitor,GLS inhibitor,PI4K2A inh,Pin1 inh,USP1 inh,HP1b binding inh
CCCc1nc2sc3c(c2c(=O)n1N)CCC3,-4%,-5%,-4%,4%,16%,-1,10%,-14%,18%
CSC1=N/C(=C\c2cccc(Cl)c2)C(=O)N1N(C)C,-10%,0%,-4%,8%,2%,-4,-1%,-26%,35%
C=CCNc1oc(-c2cccs2)nc1S(=O)(=O)c1ccccc1,17%[57.1 µM],7%[57.1 µM],7%,7%,?,2,-1%,-15%,12%
COC(=O)C(C)n1cnc2c(nnn2-c2ccccc2)c1=O (centres undefined),10%[57.1 µM],0%[57.1 µM],i,-8%,-3%,-1,-3%,-13%,32%[activator]

# Arranged by the number under USP1 inh (high to low): 6 of the compounds above
SMILES	TrxR1 inh	TrxR1 substrate	PGK inhibitor	GLS inhibitor	PI4K2A inh	Pin1 inh	USP1 inh	HP1b binding inh
NS(=O)(=O)c1ccc(NC(=O)COC(=O)c2ccc(Cl)nc2)cc1	13%	-2%	-8%	-2%	-3	0%	-3%	21%
Cc1ccc(S(=O)(=O)NN=C2CCC(C(C)(C)C)CC2)cc1[N+](=O)[O-] (centres undefined)	-16%	-4%	-6%	6%	3	0%	-6%	34%
Cc1ccccc1CSCCNC(=O)CN(c1ccccc1)S(=O)(=O)N(C)C	12%	-7%	-2%	-10%	6	-2%	-8%	5%
COc1ccc(/C=N/Nc2nnc(Cc3ccccc3)c(=O)[nH]2)cc1	11%	0%	-3%	2%	-1	3%	-9%	3%
COc1ccc2c(c1OC)C(=O)N(c1ccccn1)C2	-7%	63%[activator]	-2%	3%	-10	0%	-10%	20%
O=C1N(CN2CCN(Cc3ccccc3)CC2)c2ccccc2C12OCCCO2	1%[57.1 µM]	-5%[57.1 µM]	i	-4%	-2	-1%	-13%	28%

# Later entries.
SMILES,TrxR1 inh,TrxR1 substrate,PGK inhibitor,mIDH1 inhibitor,GLS inhibitor,PI4K2A inh,Pin1 inh,USP1 inh,HP1b binding inh
COc1ccccc1/C=C1\S/C(=N/NC(=O)c2cccc(Br)c2)NC1=O,19%[57.1 µM],7%[57.1 µM],-10%,-8%,2%,3,36%[activator],-12%,8%
Cc1c(CN2CCCC(C)C2)c(O)n(CCO)c(=O)c1C#N (centres undefined),26%[57.1 µM],6%[57.1 µM],i,5%,-4%,5,-11%,-6%,29%
Cc1ccc2c(c1)C(=C(C#N)C#N)C(=O)N2CCN1CCOCC1,?,-2%,-2%,-17%,3%,3,-2%,-25%,29%
Oc1c(N=Nc2ccc(F)cc2)ccc2ccccc12,4%,3%,-6%,-5%,-33%,-10,9%,-16%,3.2µM*
CN(C)S(=O)(=O)c1ccc(NC(=O)c2cc(F)c(F)cc2Cl)cc1,-11%,-11%,-3%,2%,7%,1,-9%,-6%,27%
COc1ccccc1C(=O)NCC(=O)N(C)Cc1nc2ccccc2c(=O)[nH]1,·,·,-10%,1%,4%,0,·,-25%,·
CCO[C@@H]1OC(C(=O)NC2CC2)=C[C@H](C2CCCCC2)[C@H]1CCCO,13%,0%,4%,0%,12%,-1,-7%,-6%,15%
Cc1ccc(C)c(-c2nnc(OCC(=O)Nc3cc(C)on3)c3ccccc23)c1,-2%,-3%,-7%,0%,-10%,5,?,-10%,-10%
O=C(NC1CCCCC1)C(c1ccc(F)cc1)N(C(=O)c1csnn1)C1CC1 (centres undefined),-4%,-4%,5%,-6%,4%,4,2%,-26%,0%
CC1=C(C(=O)OCc2ccccc2)C(c2cccc([N+](=O)[O-])c2)NC(=O)N1 (centres undefined),23%,1%,-8%,0%,-5%,-1,-4%,-22%,41%[activator]
Cc1c(Cl)c([N+](=O)[O-])nn1CC(=O)N1CCc2ccccc2C1,10%[57.1 µM],9%[57.1 µM],3%,4%,6%,10,-3%,-5%,16%

# 3 neighbouring records out of the list so far, quoted:
SMILES,TrxR1 inh,TrxR1 substrate,PGK inhibitor,mIDH1 inhibitor,GLS inhibitor,PI4K2A inh,Pin1 inh,USP1 inh,HP1b binding inh
Cc1ccc2c(c1)C(=C(C#N)C#N)C(=O)N2CCN1CCOCC1,?,-2%,-2%,-17%,3%,3,-2%,-25%,29%
Oc1c(N=Nc2ccc(F)cc2)ccc2ccccc12,4%,3%,-6%,-5%,-33%,-10,9%,-16%,3.2µM*
CN(C)S(=O)(=O)c1ccc(NC(=O)c2cc(F)c(F)cc2Cl)cc1,-11%,-11%,-3%,2%,7%,1,-9%,-6%,27%
